# yeast rad50 – NCI yeast anticancer drug screen, S. cerevisiae rad50 strain. actives 10% (n = 79,000). % growth inhibition at 50 µM. AID 155;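 also: 0% = growth of vehicle-only cultures of the same strain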
#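 Growth of the mutant yeast was measured after compound exposure and referenced to vehicle-treated cultures.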
# mec2-1 – NCI yeast anticancer drug screen, S. cerevisiae mec2-1 strain; growth inhibition, % at 50 µM; actives 9% (n = 79,000);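 also: 0% = growth of vehicle-only cultures of the same strain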
#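 Strain: mec2-1 (DNA repair/cell cycle alteration). Compound exposure, then growth measured; inhibition expressed relative to vehicle.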
# yeast mlh1 rad18 – NCI yeast anticancer drug screen, S. cerevisiae mlh1 rad18 strain; growth inhibition, % at 50 µM; actives 11% (n = 79,000); AID 175;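 also: 0% = growth of vehicle-only cultures of the same strain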
#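 Inhibition values reflect reduced growth of mutant yeast versus vehicle-treated controls following compound exposure; the mutations affect DNA damage repair.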
# bub3 – NCI yeast anticancer drug screen, S. cerevisiae bub3 mutant strain | growth inhibition, % at 50 µM | actives 9.9% (n = 78,000) | AID 167;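 also: 0% = growth of vehicle-only cultures of the same strain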
#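 Part of a panel of yeast mutants defective in DNA damage repair or cell cycle regulation. Each strain is grown with compound, and inhibition is calculated relative to solvent-treated cultures.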
# sgs1 mgt1 – NCI yeast anticancer drug screen, S. cerevisiae sgs1 mgt1 strain; AID 161; growth inhibition, % at 50 µM; actives 10% (n = 78,000);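 also: 0% = growth of vehicle-only cultures of the same strain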
#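 Percent growth inhibition was derived by comparing compound-exposed mutant yeast with vehicle-exposed cultures. The strain carries alterations in DNA damage repair.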
# cln2 rad14 – NCI yeast anticancer drug screen, S. cerevisiae cln2 rad14 strain. growth inhibition, % at 50 µM. actives 8.3% (n = 78,000);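 also: 0% = growth of vehicle-only cultures of the same strain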
#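 Each compound was tested on cln2 rad14 yeast. Inhibition of growth was calculated against vehicle-exposed controls.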
# * hit, by the source's call; & = joins results of further samples; ! = repeats disagree. Rule as the data show it: active = growth inhibition above about 70%; inactive = the rest. The list is partial; rates above refer to the full screens.
1. COc1cc([As](=O)(O)O)c(OC)cc1N
2. N#CCc1ccc(CC#N)cc1
3. CCOP(=O)(OCC)/C(C#N)=C/c1ccc(OC)cc1
4. CC(C)(C)C1CC(C(F)(F)F)(C(F)(F)F)OP(=O)(N2CCCCC2)O1 (stereo unspecified)
5. [C-]#[O+].[C-]#[O+].[C-]#[O+].[C-]#[O+].[Cr].c1ccc([PH+](CC[PH+](c2ccccc2)c2ccccc2)CC[PH+](c2ccccc2)c2ccccc2)cc1
6. O=C(CC(O)C(Cl)(Cl)Cl)CC(O)C(Cl)(Cl)Cl (stereo unspecified)

assay / compound	1	2	3	4	5	6
yeast rad50	-10	14	3	20	15	15
mec2-1	7	-11	-2	8	4	-1
yeast mlh1 rad18	-17	1	-1	17	6	13
bub3	6	-5	11	0	19	20
sgs1 mgt1	-1	-3	-11	2	-3	10
cln2 rad14	-56	17	12	14	32	18

7. CS(=O)(=O)OCCN=C(N)N[N+](=O)[O-]
8. CN1CN(c2ccccc2)C2(CCN(CC(C)(c3ccc(F)cc3)C3OCCCO3)CC2)C1=O (stereo unspecified)
9. Nc1ccc(C(=O)N/N=C\c2ccc(N(CCCl)CCCl)cc2)cc1
10. COc1ccc2c3c1O[C@H]1C(Br)C=C[C@H]4[C@@H](C2)N(C)CC[C@]314 (stereo partly specified)
11. CCSCCC(N)C(=O)O (stereo unspecified)
12. CCn1c(O)c(C(=O)NC(C)c2ccc([N+](=O)[O-])cc2)c(=O)n(CC)c1=S (stereo unspecified)

assay / compound	7	8	9	10	11	12
yeast rad50	13	-23	20	-12	-21&0	86*
mec2-1	-6	-19	-3	-16	-15&-14	91*
yeast mlh1 rad18	8	9	15	8	-29&-13	87*
bub3	6	-27	5	29	6&-20	89*
sgs1 mgt1	-3	-22	23	7	-2&-38	91*
cln2 rad14	-32	-5	8	-23	-33&-70	89*

13. COC(=O)CC1C=CC(C)(OC)OO1 (stereo unspecified)
14. O=C1C=CC(=O)c2c(O)ccc(O)c21
15. COc1cccc2c1cc([N+](=O)[O-])c1c(C(=O)O)cc3c(c12)OCO3
16. CS(=N)(=O)CCC(N)P(=O)(O)O (stereo unspecified)
17. COC1=C(Cl)C(=O)c2ccccc2C1=O
18. C=CCN1C(=O)C(CC)(CC)C(=O)NC1=S

assay / compound	13	14	15	16	17	18
yeast rad50	58	89*!	91*	-30	99*	-5&10
mec2-1	58	92*!	92*	-38	100*	3&5
yeast mlh1 rad18	13	88*	80*	-28	99*	-1&-5
bub3	-1	79*	90*	-51	99*	10&-16
sgs1 mgt1	11	80*	89*	7	100*	15&8
cln2 rad14	31	78*	87*	14	99*	-48&10

19. CCC(C)(C)c1ccc(O)cc1
20. CC(C)N(CC#CCO)CCO
21. Nc1ncc([N+](=O)[O-])s1
22. O=C1OC(C(O)CO)C(O)=C1OC[N+]1(CCCl)CCN(CCCl)CC1 (stereo unspecified)
23. CNC(C)Cc1ccccc1OC (stereo unspecified)
24. CCCCOP(=O)(OCCCC)N(C)c1ccccc1

assay / compound	19	20	21	22	23	24
yeast rad50	60&-19	18	22	12	-11	32
mec2-1	41&-17	-12	18	13	-12	3
yeast mlh1 rad18	64&-18	16	46	9	11	24
bub3	38&-29	14	-1	10	-5	9
sgs1 mgt1	63&-11	5	20	5	-1	14
cln2 rad14	-14&-15	10	14	5	3	15

25. Oc1cccc2cccnc12
26. CC(C)(C)c1ccc(OP(=O)(Oc2ccccc2)Oc2ccccc2)cc1
27. Cc1cc(=O)oc2cc(OC(=O)N(C)C)c(Cl)cc12
28. CCC12C=CCN3CCC4(c5ccc(OC)cc5N(C)C4C(O)(C(=O)OC)C1OC(C)=O)C32 (stereo unspecified) (tested in a mixture with another compound)
29. O=P(c1ccccc1)(c1ccccc1)c1ccccc1.[Cl][Sn]([c]1ccccc1)([c]1ccccc1)[c]1ccccc1
30. O=[N+]([O-])/C=C/c1ccccc1

assay / compound	25	26	27	28	29	30
yeast rad50	99*	16	0	8&5	100*	98*
mec2-1	96*	0	-11	17&5	100*	99*
yeast mlh1 rad18	95*	34	10	22&25	99*	98*
bub3	99*	24	18	1&-3	99*	96*
sgs1 mgt1	95*	-8	17	11&-6	100*	98*
cln2 rad14	95*	-31	24	2&-11	99*	98*

31. CN1Cc2cc3cc4c(cc3nc2N(C)C1)OCCO4
32. C[N+]1(C)CN(c2ccccc2)C2(CCN(CCCC(=O)c3cccs3)CC2)C1=O
33. CN(C)c1ccc(N)cc1
34. CC1(C)CCCC(C)(C)N1[P-]C(=O)[P-]N1C(C)(C)CCCC1(C)C.[C-]#[O+].[C-]#[O+].[C-]#[O+].[C-]#[O+].[C-]#[O+].[C-]#[O+].[Fe].[Fe] (stereo unspecified)
35. O=C(O)CSCC(=O)O
36. CCC1CC[Si](C)(C)CC12C(=O)NC(=O)NC2=O (stereo unspecified)

assay / compound	31	32	33	34	35	36
yeast rad50	2	1	57	-11	-10	1
mec2-1	12	-1	61	4	-20	-2
yeast mlh1 rad18	15	2	67	8	-11	-1
bub3	9	13	68	-6	-13	13
sgs1 mgt1	-2	-2	61	-2	-14	12
cln2 rad14	11	2	33	14	31	2

37. CCN(CC)CCO
38. CCc1ccccc1N
39. NNC(=O)Nc1nn[nH]n1
40. C[Se]c1ncnc2c(C3OC(CO)C(O)C3O)[nH]nc12 (stereo unspecified)
41. C=CCC1(/C(=C\CC)CCC)C(=O)NC(=O)NC1=O
42. O=P(c1cccc(C(F)(F)F)c1)(c1cccc(C(F)(F)F)c1)c1cccc(C(F)(F)F)c1.O=P(c1cccc(C(F)(F)F)c1)(c1cccc(C(F)(F)F)c1)c1cccc(C(F)(F)F)c1.[Cl][Sn]([Cl])([Cl])[Cl]

assay / compound	37	38	39	40	41	42
yeast rad50	-4	-19	-7&2	-12	15	32
mec2-1	-5	-37	8&8	-6	0	18
yeast mlh1 rad18	-24	-12	-4&8	-1	12	61
bub3	15	-3	13&-15	-2	0	49
sgs1 mgt1	-10	2	-7&10	-11	2	-6
cln2 rad14	7	10	6&-19	0	-32	63

43. CP1(=S)CC[C@H]2C3=C(CC[C@@H]21)CC(=O)CC3 (stereo partly specified)
44. CC1(C)CN1P(=S)(N1CC1(C)C)N1CC1(C)C (stereo unspecified)
45. CNC(=O)Oc1ccccc1[N+](=O)[O-]
46. CN(/N=C/c1ccc(Cl)cc1)P(=O)(N1CC1)N1CC1
47. CCN(CC)C(=O)CCl
48. Nc1[nH]c(=S)[nH]c(=O)c1Cn1ccnc1

assay / compound	43	44	45	46	47	48
yeast rad50	14	15	4	-16	7	-20
mec2-1	15	0	2	-12	5	1
yeast mlh1 rad18	17	30	12	1	4	-34
bub3	3	0	-24	0	-4	-11
sgs1 mgt1	11	9	-4	-3	10	-23
cln2 rad14	53	11	5	12	7	-17

49. O=P(N1CC1)(N1CC1)C12CC3CC(CC(C3)C1)C2
50. NC(=O)Nc1ccc([As]=O)cc1 (stereo unspecified)
51. CCOC(=O)C[Se]CC(=O)OCC
52. Cc1cc2nc(NN=O)sc2cc1C
53. CN(C)C(=O)Sc1cc(Cl)c(S(=O)(=O)F)cc1Cl
54. CCCCCSP(SCCCCC)c1ccccc1

assay / compound	49	50	51	52	53	54
yeast rad50	34	8	-9	-8	9	80*
mec2-1	10	-6	11	21	7	67
yeast mlh1 rad18	29	3	28	-80	15	62
bub3	24	-15	44	-82	3	40
sgs1 mgt1	32	-1	11	-17	11	79*
cln2 rad14	7	12	-14	-34	9	38

55. COC(=O)/C=C/[C@@H]1[C@H](C)N1S(=O)(=O)c1ccc(C)cc1 (stereo partly specified)
56. O=C1CC=C2C3CC4N(CCC45c4ccccc4N1C25)C/C3=C\CO (stereo unspecified)
57. COC(=O)C1ON(c2ccccc2)C2c3ccccc3-c3ccccc3C12 (stereo unspecified)
58. CCOC(=O)C(OP(=O)(OCC)OCC)C(F)(F)F (stereo unspecified)
59. O=C(Oc1cc(Cl)c(S(=O)(=O)F)cc1Cl)c1ccccc1Cl
60. O=C(CN1CCOCC1)c1ccccc1

assay / compound	55	56	57	58	59	60
yeast rad50	-10	23	58	-42	94*	-7&-2
mec2-1	-11	-12	19	-6	96*	-13&-4
yeast mlh1 rad18	-24	-38	75*	-51	97*	-23&-2
bub3	14	37	67	8	95*	-14&-4
sgs1 mgt1	12	-5	61	-38	97*	-9&-3
cln2 rad14	7	0	50	16	87*	-42&4

61. CC12CC3OC(=O)C1COC14OC5(C2C1=O)C(O)(CCC1C4CC(O)C2(O)CC=CC(=O)C12C)C(=O)OC35C (stereo unspecified)
62. CCOC(CP(=O)(OCC)OCC)OCC
63. CN(C)Cc1cc(Cl)cc(Cl)c1O
64. CCOc1ccc(/C=C/[N+](=O)[O-])cc1[N+](=O)[O-]
65. N#CNC(N)=S
66. CCOP(=O)(OCC)/C(C#N)=C/c1cccc(Br)c1

assay / compound	61	62	63	64	65	66
yeast rad50	6	8&-13	33	96*	-14	88*
mec2-1	8	-14&-26	0	100*	-10	87*
yeast mlh1 rad18	-41	14&-25	23	99*	-8	86*
bub3	-1	6&4	3	99*	-14	75*
sgs1 mgt1	8	5&-16	15	99*	-10	85*
cln2 rad14	11	16&16	24	99*	-9	72*

# Exported tab-delimited: 6 of the compounds above.
entry	mol	yeast rad50	mec2-1	yeast mlh1 rad18	bub3	sgs1 mgt1	cln2 rad14
61	CC12CC3OC(=O)C1COC14OC5(C2C1=O)C(O)(CCC1C4CC(O)C2(O)CC=CC(=O)C12C)C(=O)OC35C (stereo unspecified)	6	8	-41	-1	8	11
62	CCOC(CP(=O)(OCC)OCC)OCC	8&-13	-14&-26	14&-25	6&4	5&-16	16&16
63	CN(C)Cc1cc(Cl)cc(Cl)c1O	33	0	23	3	15	24
64	CCOc1ccc(/C=C/[N+](=O)[O-])cc1[N+](=O)[O-]	96*	100*	99*	99*	99*	99*
65	N#CNC(N)=S	-14	-10	-8	-14	-10	-9
66	CCOP(=O)(OCC)/C(C#N)=C/c1cccc(Br)c1	88*	87*	86*	75*	85*	72*

# Additional structures.
67. COc1ccc(-n2c(=S)[nH]c3ccc(C)cc3c2=O)cc1
68. NCCNCCN1CC1
69. O=NNc1ncc([N+](=O)[O-])cn1
70. CCN(CC)C(=O)CCNC(C)Cc1c[nH]c2ccccc12 (stereo unspecified)
71. CCOC(=O)C(C(C)=O)c1ccccc1 (stereo unspecified)
72. CCN(CC)CC(=O)c1ccc2c(ccc3ccccc32)c1

assay / compound	67	68	69	70	71	72
yeast rad50	11	65	-1	-4	28	99*
mec2-1	12	0	5	-14	-2	99*
yeast mlh1 rad18	19	40	-8	-38	38	99*
bub3	48	33	-5	9	8	99*
sgs1 mgt1	37	40	-6	40	10	100*
cln2 rad14	4	19	-23	22	11	99*

73. CCC1(CNC(=O)CN)C(=O)NC(=O)NC1=O
74. Oc1c(Cl)cc(Cl)c2ccccc12
75. O=C(O)C(O)CO (stereo unspecified)
76. CCCC(C)OP(=O)(OCC)OCC (stereo unspecified)
77. Oc1ccc(C(c2cc3c(cc2O)OCO3)N2CCNCC2)cc1 (stereo unspecified)
78. CNCCc1ccc(O)c2ccc3ccc(OC)c(O)c3c12

assay / compound	73	74	75	76	77	78
yeast rad50	-15	87*	13	2	22	2
mec2-1	-1	28	16	-3	26	-7
yeast mlh1 rad18	22	87*	26	-4	32	4
bub3	3	9	8	14	18	-17
sgs1 mgt1	-4	92*	6	-5	26	-14
cln2 rad14	27	-19	16	-48	-22	5

79. C1=CC(N2CCOCC2)CC1 (stereo unspecified)
80. O=C1C(O)=C(c2ccccc2)C(=O)C(O)=C1c1ccccc1
81. NC(=S)C1=C(N)Oc2c(c(=O)oc3ccccc23)C1c1ccc(Br)cc1 (stereo unspecified)
82. C1CC2CCC1CNC2
83. O=C(N/N=C(/CCN1CCCC1)CC(c1ccccc1)c1c(O)c2ccccc2oc1=O)c1ccncc1 (stereo unspecified)
84. Cc1cc(N(CCCl)CCCl)ccc1C=Nc1ccccc1C(=O)O

assay / compound	79	80	81	82	83	84
yeast rad50	-24	4	20	4	83*	27
mec2-1	30	-1	54	-4	80*	4
yeast mlh1 rad18	2	6	63	0	81*	29
bub3	-30	3	63	0	81*	3
sgs1 mgt1	2	26	58	10	85*	28
cln2 rad14	-45	15	21	7	82*	16

85. O=C(Cc1ccccc1)OC1CCCCC1
86. CCOS(=O)(=O)OCC
87. [Cl][Pt+2][Cl].c1ccc(CC2CC[N-]CC2)cc1.c1ccc(CC2CC[N-]CC2)cc1
88. CC[CH2][Sn]([F])([F])[CH2]CC
89. CNC1(c2ccccc2Cl)CCCCC1=O (stereo unspecified)
90. Oc1cccc(-c2ccccc2)c1

assay / compound	85	86	87	88	89	90
yeast rad50	0	1	-12	83*	4	20
mec2-1	34	-12	1	88*	0	17
yeast mlh1 rad18	-5	14	-4	87*	1	21
bub3	10	-11	9	81*	5	30
sgs1 mgt1	8	4	1	85*	-1	20
cln2 rad14	-3	0	2	84*	-16	5

# Source: PubChem BioAssay
